# H9c2 protect: myocardial damage modulation in H9c2 cells | H9c2 cardiomyocytes, H2O2 injury protection, ATPLite, 2 h | protection from H2O2 cell death, % at 20 µM | 360,000 tested, 0.63% active;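 active = compounds giving at least 50% protection of heart cells from peroxide-induced death in the single-dose screen, raw or plate-pattern-corrected value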;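 also: 0% = DMSO wells with peroxide and 100% = DMSO wells without peroxide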
# aDG glyco act: increases alpha dystroglycan glycosylation; activation, % at 10 µM; AID 624168; 360,000 tested, 0.22% active; Pro5-aDG cells, alpha-DG glycosylation AlphaScreen (IIH6); 0% Pro5, 100% B10-LARGE cell signal;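 active = activation of at least 8% versus controls, or a plate z-score of at least 8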;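 also: Pro5 are CHO cells carrying HIG-tagged alpha-DG that lacks glycosylation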
# Vif inh: blocks HIV Vif function | HEK293T cells, Vif self-association by quenched fluorescence, imaging, 24 h | inhibition, % at 7.49 µM | 340,000 tested, 0.35% active | AID 602346; in the data active = inhibition above about 50%, passing the limit was not always enough; also: some results filed as inactive read as strong as hits
# MC4R antagonist: blocks human MC4R cAMP signaling | P32245 | MC4R-expressing cells, MTII-stimulated cAMP, LANCE TR-FRET | inhibition, % at 6.5 µM | 360,000 tested, 0.48% active;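 active = inhibition above its plate's cutoff, the mean of tested wells on that plate plus 3 SD, cut at about 29% in these data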;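 also: 0% = Melanotan II alone and 100% = Melanotan II plus saturating MCL0020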
#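 Material: U2OS-MC4R stable cell line | Reagent: Melanotan II challenge after compound preincubation | Doses: One concentration, 6.5 µM nominal | Incubation: 30-min compound preincubation, 1-h Melanotan II challenge, 1-h detection, room temperature | Signal: TR-FRET cAMP assay | Replicates: One well per compound, no replicates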
# m5-HT2A agonist: agonists of mouse serotonin 5-HT2A receptor (HTR2A); P35363; CHO-K1 mHTR2A beta-arrestin complementation, luminescence; percent of 30 µM serotonin response; activation, % at 7.6 µM; 360,000 tested, 0.66% active; AID 624169;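 active = activation above a run cutoff, the mean activation of all tested compounds plus 3 SD, cut at about 14% in these data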;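 also: 0% = plate median of compound wells and 100% = 30 µM serotonin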
# Target sequence (P35363 whole entry, looked up): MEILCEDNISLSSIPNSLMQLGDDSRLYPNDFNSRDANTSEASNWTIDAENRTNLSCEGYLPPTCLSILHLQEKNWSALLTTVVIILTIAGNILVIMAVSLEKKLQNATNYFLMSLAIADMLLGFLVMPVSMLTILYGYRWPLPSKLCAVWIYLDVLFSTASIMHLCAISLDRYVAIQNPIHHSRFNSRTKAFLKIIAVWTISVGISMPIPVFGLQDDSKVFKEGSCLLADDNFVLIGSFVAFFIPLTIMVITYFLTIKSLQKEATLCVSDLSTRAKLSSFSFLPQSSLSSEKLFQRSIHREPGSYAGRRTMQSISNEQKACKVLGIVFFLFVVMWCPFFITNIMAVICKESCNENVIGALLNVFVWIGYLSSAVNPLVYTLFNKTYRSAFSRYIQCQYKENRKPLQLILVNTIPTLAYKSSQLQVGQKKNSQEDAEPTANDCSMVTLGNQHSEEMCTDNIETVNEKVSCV
# Glyco luc inh: blocks N-linked glycosylation in D54 reporter cells | 360,000 tested, 0.23% active | D54 ERlucT glycosylation luciferase reporter, 24 h; percent of 100 nM tunicamycin response | reporter increase, % at 12.5 µM;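 active = mean luciferase reporter signal, scaled so untreated is 0 and the glycosylation-blocking control 100, at or above a set limit in every replicate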;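 also: luciferase carries N-glycosylation sites so blocking glycosylation raises the light; 0% = median of neutral control wells and 100% = median of 100 nM tunicamycin wells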
# MC4R ag barr: human MC4R agonism via beta-arrestin | U2OS MC4R beta-arrestin complementation, luminescence; percent of melanotan II response, DMSO zero | activation, % at 8.9 µM | 360,000 tested, 0.98% active;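 active = activation above a per-plate cutoff, the mean activation of sample wells on that plate plus 3 SD, cut at about 8% in these data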
# CaV13 FRET inh: Disruptors of the CACNA1D IQ motif to Ca2+-dependent inactivation inhibitor domain association, primary screening, Förster resonance energy transfer in intact living …. inhibition, % at 12.3 µM. HEK cells, CFP/YFP FRET ICDI-IQ, plate reader, 10 min; percent FRET-ratio fall versus neutral wells. 340,000 tested, 0.098% active;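 active = mean replicate inhibition of at least 30% and at least 1% of replicates passing that level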;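 also: 0% = median of the neutral control wells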
# PDI inh: inhibitors of human protein disulfide isomerase; P07237; PDI insulin aggregation turbidity, A650, 90 min; inhibition, % at 10 µM; 350,000 tested, 0.052% active;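 active = mean inhibition across replicates of 30% or more, whatever share of single replicates reach that level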;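 also: absorbance from insulin aggregation driven by PDI reduction with DTT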
# Target sequence (P07237 whole entry, looked up): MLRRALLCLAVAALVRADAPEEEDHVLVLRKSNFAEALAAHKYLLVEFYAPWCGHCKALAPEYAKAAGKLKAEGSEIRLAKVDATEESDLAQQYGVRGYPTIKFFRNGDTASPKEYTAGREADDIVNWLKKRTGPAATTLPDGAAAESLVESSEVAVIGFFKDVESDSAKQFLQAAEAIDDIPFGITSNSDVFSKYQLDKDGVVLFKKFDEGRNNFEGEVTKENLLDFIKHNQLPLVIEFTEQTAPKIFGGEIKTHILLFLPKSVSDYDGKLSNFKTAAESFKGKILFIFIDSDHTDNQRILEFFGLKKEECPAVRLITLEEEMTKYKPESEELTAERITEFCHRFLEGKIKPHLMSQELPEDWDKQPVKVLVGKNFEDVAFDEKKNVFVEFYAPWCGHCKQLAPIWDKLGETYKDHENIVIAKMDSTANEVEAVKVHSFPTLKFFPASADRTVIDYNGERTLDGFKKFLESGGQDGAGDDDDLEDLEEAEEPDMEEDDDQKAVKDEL
# ABCB6 inh 2: inhibitors of human ABC transporter ABCB6. K562-ABCB6 porphyrin accumulation, flow cytometry, 1 h; stronger effect = lower value. fluorescence ratio to DMSO, % at 10 µM. 360,000 tested, 0.19% active;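 active = fluorescence ratio to DMSO below 75%, the collection mean minus 3 SD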;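 also: signal is porphyrin accumulated inside mitochondria; 100% equals median channel fluorescence of DMSO control wells; lower ratio means ABCB6 inhibition with less porphyrin fluorescence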
# Starred values were filed as active, the others as inactive; . = not tested or not shown.
Molecule,H9c2 protect,aDG glyco act,Vif inh,MC4R antagonist,m5-HT2A agonist,Glyco luc inh,MC4R ag barr,CaV13 FRET inh,PDI inh,ABCB6 inh 2
CC(C)(C)OC(=O)N1CCN(C(=O)c2[nH]cnc2C(=O)NCc2ccccc2)CC1,-2,-0.1,4,11,3,4,0.2,-2,3,78
O=C(c1ccc(NS(=O)(=O)c2cccs2)cc1)N1CCOCC1,5,-0.1,2,4,2,0,-0.5,-5,-1,104
Nc1ncnc(Nc2c(F)cccc2F)n1,-1,0.1,-3,0,3,2,-3.2,-20,7,97
Cc1ccc(NC(=O)CS(=O)CC(=O)N(c2ccccc2)C(C)C(=O)NC2CCCC2)cc1 (configuration not stated),1,-0.1,-4,14,-1,2,-0.8,-7,-2,97
CN1CCN(c2ccc(CNC(=O)C3(C)Cc4c(-c5ccccc5)ccnc4O3)cc2)CC1 (configuration not stated),-3,0.5,.,-6,-1,0,-0.8,-8,-4,102
CSCCC(NC(=O)c1ccccc1Br)C(=O)NCC(C)(C)N1CCOCC1 (configuration not stated),6,0.1,-3,1,3,1,-3.5,-1,5,99
COC(=O)c1ccc2c(c1)c(C#Cc1ccccc1)c(-c1ccccc1)n2C,-11,-0.1,-1,-3,6,0,-1.1,-7,-6,101
CCCCn1c(SCC(=O)NCc2ccco2)nc2cc(S(N)(=O)=O)ccc21,1,0.2,10,12,2,-1,1.6,0,-6,92
CC(=O)c1cc(NC(=O)c2ccc(C)cc2)c(=O)oc1/C=C/N(C)C,-12,0.6,-3,-7,0,-2,-1.2,-6,7,98
OC1(c2ccc(Br)cc2)CN(c2ccccc2)C2=[N+]1CCS2 (configuration not stated),-3,0.0,1,4,5,-5,-0.7,-20,-4,97
CCn1c(CC(=O)Nc2ccc(OC)cc2)nnc1SCC(=O)N1CCOCC1,5,-0.1,18,-2,8,0,-2.3,-2,1,95
Cc1cc(C)n2nc(C(=O)Nc3c(C)nn(Cc4ccc(F)cc4)c3C)cc2n1,-4,0.0,0,8,2,-1,-0.3,-4,-1,99
Cc1ccc(NC(=O)c2ccc(OC(=O)CCN3C(=O)c4ccccc4C3=O)cc2)cc1,-14,0.1,.,6,-1,-2,12*,-5,-18,90
O=c1ccn([C@@H]2O[C@H](CNCC3=Cc4cc(O)ccc4OC3)[C@@H](O)[C@H]2O)c(=O)[nH]1,-1,-0.1,1,-2,8,1,-1.2,-4,15,101
COc1cc(CN2CCN(c3cccc(Cl)c3)CC2)cc(OC)c1OC,1,0.6,-10,-6,-10,12,-1.4,-6,9,96
CC(NC(=O)CNC(=O)c1cccs1)c1cccc(C(F)(F)F)c1 (configuration not stated),2,0.0,-10,6,-8,2,1.1,-4,-5,94
CCOC(=O)c1nc(Nc2ccc(C(=O)O)cc2)c2ccccc2n1,12,0.0,19,-4,-1,3,-0.7,0,-2,96
CCCC[N+](CC#Cc1ccccc1)(CCCC)CCCS(=O)(=O)[O-],8,0.1,-6,-4,5,6,0.4,-5,4,92
CCSc1nsc(NC(=O)Nc2cccc(C(C)=O)c2)n1,-16,0.1,-4,5,1,-10,-1.0,-4,1,95
Cc1cc(NS(=O)(=O)c2ccc(NC(=O)COc3ccccc3Cl)cc2)no1,-3,-0.1,14,0,0,5,-1.2,-5,1,99
CC1C(=O)N2CCCc3cc(NS(=O)(=O)c4ccc([N+](=O)[O-])cc4)cc1c32 (configuration not stated),5,-0.2,2,-4,2,0,2.5,-8,-2,99
CCN1C[C@@H]2[C@@H]3C(=O)N(C)C(=O)[C@@H]3[C@](C)(C1=O)N2C(=O)c1ccc(C)cc1,2,0.1,-1,0,4,1,-1.3,-10,7,98
Cc1ccc(N=C2NC(=O)/C(=C/c3cn(C)c4ccccc34)S2)cc1C,-4,0.8,28,6,-1,3,-2.0,-14,5,149
CC(C)(C)NC(=O)NC(=O)COC(=O)CNC(=O)c1cccc(F)c1,0,-0.1,0,10,1,2,-2.5,.,10,94
CNC(=O)COc1coc(CN2CCN(c3ccccc3)CC2)cc1=O,2,-0.3,-7,1,2,0,-2.0,-13,10,96

# Remaining list, next part.
Molecule,H9c2 protect,aDG glyco act,Vif inh,MC4R antagonist,m5-HT2A agonist,Glyco luc inh,MC4R ag barr,CaV13 FRET inh,PDI inh,ABCB6 inh 2
CC(=O)Nc1cc(C(=O)NCc2ccco2)ccc1Sc1ccc(F)cc1,0,-0.2,3,0,-6,-5,-0.2,.,-2,97
CC(=O)C1=C(c2ccccc2)NC(=O)NC1c1ccc(O)c(Cl)c1 (configuration not stated),6,0.0,16,0,3,-1,-0.4,-5,4,101
COc1ccc(NCC(=O)N/N=C/C=C\c2ccccc2)cc1,0,-0.1,4,-8,3,2,-0.8,-3,-6,100
CCOC(=O)N1CCN(C(=O)C2CCC(=O)N(Cc3ccc(Cl)cc3)C2)CC1 (configuration not stated),-3,-0.5,4,8,10,-1,-1.5,-10,2,102
O=C(NCc1nc2ccccc2[nH]1)C1=C[C@H](c2ccc3c(c2)OCO3)C[C@H](OCCCCO)O1,5,-0.1,-1,-1,3,1,-1.6,-9,-8,106
COc1ccc(C(C)(C)C)cc1NC(=O)c1ccc[n+]([O-])c1,-3,-0.1,19,9,-3,1,-1.6,-3,-3,103
Cc1ccc(N2C(=O)CC(Sc3ncn[nH]3)C2=O)cc1C (configuration not stated),-26,-0.5,.,14,-4,5,-1.9,.,11,97
CCCn1c(O)c(N=NC(=O)CNC(=O)/C=C/c2ccc(OC)cc2)c2ccccc21,0,0.6,3,-1,-7,-3,-1.9,-5,4,102
C=CCCN(C(C(=O)OC)C(C)C)S(=O)(=O)c1ccccc1Br (configuration not stated),-8,0.3,2,12,3,0,1.2,-5,2,104
COc1ccccc1CN1CC(C(=O)N(CCO)Cc2cccs2)CCC1=O (configuration not stated),2,0.0,5,2,-3,-2,-1.3,.,-6,96
CC(C)(C)C(=O)CSc1nc2ccccc2o1,-1,-0.3,-1,6,0,-1,0.9,-4,2,94
CCN(CC)S(=O)(=O)c1ccc(N2CCCC2)c(NS(=O)(=O)c2ccccc2)c1,-3,0.0,1,-1,-1,3,-0.2,-6,0,100
Cc1ccc(OCCC(=O)OCC(=O)NCc2ccccc2)cc1,3,-0.2,11,3,-8,2,1.9,-7,9,98
CC(=O)Oc1ccc2ccccc2c1C(NC(=O)Cc1ccccc1)c1ccccc1 (configuration not stated),-3,-0.2,33,16,-9,-5,-0.7,-3,-8,96
Cc1c(NC(=O)CN2CCN(c3ccc(F)cc3)CC2)c(=O)n(-c2ccccc2)n1C,3,-0.2,0,18,-4,3,2.0,-5,-2,98
N#CC[C@H](Cc1ccccc1)N1CCN(CCc2ccccc2)CCC1=O,3,0.0,-2,2,-11,1,-1.3,-6,-2,98
O=C(Oc1ccc2c(c1)OCO2)c1ccc(F)cc1Cl,-12,0.2,4,-3,-5,0,1.0,-6,6,97
N#CC1=C(N)C(C#N)(C#N)[C@H](c2ccncc2)[C@H]2CC3(CC=C12)OCCO3,-2,0.0,.,-3,4,0,-0.1,-11,4,95
COc1ccc(C(=O)CNc2ccccc2Br)cc1,-10,2.1,3,-11,2,2,0.6,-21,-16,96
Cc1csc2ncc(C(=O)Nc3cccc(C(F)(F)F)c3)c(=O)n12,-2,-0.4,22,-3,5,2,-0.2,-7,6,88
CCCNS(=O)(=O)c1ccc(CCC(=O)N2CCN(c3ccc(OC)cc3)CC2)cc1,-7,0.4,-11,0,0,-2,-0.8,-9,14,88
COc1ccc(C2=CC(c3ccc(F)cc3)n3nnnc3N2)cc1 (configuration not stated),-4,-0.3,0,1,2,0,-1.3,-17,-2,101
COc1ccc(NC(=O)c2cc(-c3ccc(C)o3)nc3ccccc23)cc1OC,-4,-0.5,-22,-6,-1,0,0.6,.,2,95
COc1ccc(-c2cn(-c3ccc(OC)cc3)c(=S)[nH]2)cc1,-2,0.3,-13,2,-3,-1,-1.7,-4,10,95
COc1cc(C#N)c(NC(=O)CN2CCC(C(N)=O)CC2)cc1OC,-3,-0.1,7,3,-3,4,-2.7,-2,11,97

# (cont.)
Molecule,H9c2 protect,aDG glyco act,Vif inh,MC4R antagonist,m5-HT2A agonist,Glyco luc inh,MC4R ag barr,CaV13 FRET inh,PDI inh,ABCB6 inh 2
C[C@@H](C(=O)NCCc1ccccc1)N1C(=O)N2CCc3c([nH]c4ccccc34)[C@@]2(C)C1=O,-5,-0.3,-5,1,-6,1,-0.8,.,.,101
COc1ccc(CCNS(=O)(=O)c2ccc(F)cc2)cc1OC,0,-0.3,28,5,7,-1,0.5,-10,0,62*
O=C(O)C1=C[C@@H](c2ccc(Br)cc2)C[C@@H](OCCCCO)O1,-1,0.0,-5,-3,4,0,-1.0,-6,1,95
CCOC(=O)N1CCN(CC(O)COc2ccc(CC)cc2)CC1 (configuration not stated),3,0.0,-4,2,5,5,-0.5,-4,3,95
O=C(NCc1csc(-c2ccccc2)n1)c1cc(F)cc2c1OCOC2,3,-0.2,6,1,3,2,-0.5,-5,6,94
O=S(=O)(NCc1cccs1)c1ccc(Br)cc1,5,-0.3,.,1,-2,-1,-0.3,-3,2,92
CCCCCCOc1ccc(N2C(=O)CC(N3CCC(C(=O)OCC)CC3)C2=O)cc1 (configuration not stated),-14,0.0,.,1,2,2,-0.9,.,-1,896
O=S(=O)(NCC1CCCO1)c1ccc(Br)cc1 (configuration not stated),-1,0.0,-1,0,-2,-1,0.2,-5,17,93
O=C1CCC(OCc2ccccc2)CCN1[C@H](CSc1ccccc1)Cc1ccccc1 (some centres not stated),.,-0.2,.,.,-2,.,.,-7,.,99
CC(=O)Cn1ncc(N(C)Cc2ccccc2)c(Cl)c1=O,-2,-0.1,2,12,3,-2,-0.6,-4,-2,95
CN(C(=O)COC(=O)Cn1c(C(F)(F)F)nc2ccccc21)c1c(N)n(Cc2ccccc2)c(=O)[nH]c1=O,0,-0.2,5,14,5,0,3.2,-11,6,95
COc1cccc(NS(=O)(=O)Cc2ccccc2)c1,-3,0.0,8,4,1,0,-2.9,-5,-11,99
CCCc1nc2c(nnn2Cc2ccccc2)c(=O)[nH]1,6,0.1,-7,-8,-3,0,2.9,-5,-4,96
C#Cc1cccc(NC(=O)c2ccc(Cl)cc2Cl)c1,-12,0.5,1,9,3,-3,0.3,-17,4,93
COc1ccc(S(=O)(=O)N2CCN(C(=O)N(C)C)C2C)cc1 (configuration not stated),-2,0.1,14,-2,-1,1,-1.1,-2,-13,103
CCN1C(c2ccccc2)=C(c2ccccc2)S/C1=C/C=C1\SC(=S)N(C)C1=O,-9,0.2,-17,4,-2,-4,-2.2,-6,3,190

# Screening data deposited in PubChem BioAssay by several laboratories.

# Rows were taken by chance. About 3.6% of those tested had a hit in this group.
